Mac1 fbg inh – inhibitors of human CD11b/CD18 binding to fibrinogen; 0.54% of 93,000 active; K562 CD11b/CD18 adhesion to fibrinogen, ATPlite luminescence; Mn2+ added to activate the integrin; inhibition, % at 10 µM; P05107+P11215;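 active = primary inhibition of 50% or more at 10 µM, then 40% or more on retest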; note: some results filed as inactive read as strong as hits
ERb SRC1 inh – blocks coactivator binding to human estrogen receptor beta | TR-FRET ER-beta LBD / SRC1-Cy5 peptide binding; receptor agonist-loaded with 1 µM estradiol | 1.3% of 86,000 active | AID 633 | Q92731 | inhibition, % at 25.6 µM;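 active = compounds whose percent inhibition of the receptor-coactivator binding signal exceeds about 50% in the single-dose screen, limit read from the data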;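 note: 0% = receptor plus peptide wells without compound and 100% = peptide-only wells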
ERa SRC1 pot – enhances coactivator binding to human estrogen receptor alpha; coactivator binding (% of control), % at 25.6 µM; AID 639; P03372; TR-FRET ERalpha-LBD/SRC-Cy5 coactivator binding, 2 h; 100 = basal binding, no effect; 1.3% of 86,000 active; in the data active = activity above about 200%;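 note: binding measured in presence of low estradiol as agonist stimulus; 0% = peptide alone without receptor and 100% = receptor with peptide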
Target sequence (P03372 whole entry, looked up, the tested form may be a part): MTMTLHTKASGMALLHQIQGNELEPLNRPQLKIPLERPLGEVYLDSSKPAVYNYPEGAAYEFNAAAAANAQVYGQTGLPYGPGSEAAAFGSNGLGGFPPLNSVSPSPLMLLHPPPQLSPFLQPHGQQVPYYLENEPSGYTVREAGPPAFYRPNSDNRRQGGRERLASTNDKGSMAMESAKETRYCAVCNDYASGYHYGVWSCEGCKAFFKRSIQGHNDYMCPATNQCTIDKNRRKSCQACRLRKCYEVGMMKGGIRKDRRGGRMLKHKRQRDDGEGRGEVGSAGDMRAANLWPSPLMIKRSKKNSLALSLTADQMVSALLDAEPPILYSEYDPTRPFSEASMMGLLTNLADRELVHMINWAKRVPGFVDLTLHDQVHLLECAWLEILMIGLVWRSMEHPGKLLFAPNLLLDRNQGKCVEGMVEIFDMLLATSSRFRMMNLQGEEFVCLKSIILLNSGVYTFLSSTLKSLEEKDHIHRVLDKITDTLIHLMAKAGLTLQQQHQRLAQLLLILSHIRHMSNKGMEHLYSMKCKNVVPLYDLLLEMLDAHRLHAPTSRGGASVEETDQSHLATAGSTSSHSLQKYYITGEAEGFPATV
PLAP act – activates human placental alkaline phosphatase. activation fold at 20 µM. purified PLAP enzyme, luminescent substrate read-out; stronger effect = higher value. AID 696. P05187. 1.2% of 96,000 active; in the data active = activation fold above about 2
Target sequence (P05187 whole entry, looked up): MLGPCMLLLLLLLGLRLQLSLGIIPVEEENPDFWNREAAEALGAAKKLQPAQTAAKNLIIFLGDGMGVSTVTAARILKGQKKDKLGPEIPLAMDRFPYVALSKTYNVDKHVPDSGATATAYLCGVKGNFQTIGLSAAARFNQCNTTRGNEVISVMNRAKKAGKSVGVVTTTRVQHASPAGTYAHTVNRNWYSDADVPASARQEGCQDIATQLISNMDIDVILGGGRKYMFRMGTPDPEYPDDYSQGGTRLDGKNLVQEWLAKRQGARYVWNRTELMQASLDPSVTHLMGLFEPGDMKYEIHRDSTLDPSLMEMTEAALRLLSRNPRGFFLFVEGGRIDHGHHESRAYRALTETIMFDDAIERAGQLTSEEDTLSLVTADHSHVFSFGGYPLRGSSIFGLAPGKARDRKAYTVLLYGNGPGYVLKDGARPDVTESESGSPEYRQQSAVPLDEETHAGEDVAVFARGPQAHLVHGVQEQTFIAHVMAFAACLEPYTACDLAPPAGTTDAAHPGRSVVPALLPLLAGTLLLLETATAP
ERa SRC1 inh – blocks coactivator binding to human estrogen receptor alpha | TR-FRET ER-alpha LBD / SRC-1 peptide, estradiol-bound | inhibition, % at 25.6 µM | AID 629 | 1.7% of 86,000 active; in the data active = inhibition above about 50%;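 note: 0% = receptor plus peptide control and 100% = peptide only without receptor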
CD11b adhes enh – increases human CD11b/CD18 adhesion to fibrinogen; P05107+P11215; K562 CD11b/CD18 adhesion to fibrinogen, ATPlite luminescence; activation, % at 10 µM; 0.07% of 93,000 active;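 active = 10 µM primary screen giving 50% or more activity, confirmed by 40% or more on retest at that dose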; note: strong numbers were not always called active; reference of the scale not given here
MT1-MMP txn act – activates MT1-MMP transcription; AID 750; 0.16% of 86,000 active; HT1080 MT1-MMP promoter luciferase reporter, luminescence, overnight; stronger effect = higher value; activation factor at 10 µM;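 active = activation factor of at least 2 for MT1-MMP transcription at 10 µM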
FAK inh – blocks human focal adhesion kinase activity | Q05397 | biochemical FAK kinase activity assay | inhibition, %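 (tested at 7 µM)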 | 0.84% of 97,000 active | AID 727; in the data active = inhibition above about 19%;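 note: 0% = DMSO and 100% = reference compound high control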
Ecoli WT expand – E. coli BW25113 growth inhibition, expanded screen. OD600 absorbance. growth inhibition, % at 100 µM. 0.15% of 98,000 active. AID 710;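 active = growth inhibition above about 50% at one test dose, limit read from the data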;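 note: growth measured after 20 h incubation at 37 °C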
An asterisk follows results filed as active; nt = no result given; [ ] = remark or other dose. Hits appear at their usual frequency; 5.1% or so of the library scored in one or more.

SMILES	Mac1 fbg inh	ERb SRC1 inh	ERa SRC1 pot	PLAP act	ERa SRC1 inh	CD11b adhes enh	MT1-MMP txn act	FAK inh	Ecoli WT expand
COC(=O)Cc1cc(=O)n2[nH]c(SC)nc2n1	0.0	-1.3	106.7	0.9	-9.8	-0.1	1.3	0.2	-11.0
COc1ccc(CCN2C(=O)C(O)=C(C(C)=O)C2c2ccccc2OC)cc1OC (stereo unspecified)	-14.5	-8.4	111.5	1	24.5	3.0	1.3	-1.9	1.0
O=C(c1cc2cc(Br)cc(Br)c2oc1=O)N1CCCC1	nt	-10.2	94.5	nt	-26.9	nt	1	-0.6	nt
Cc1c(C(=O)NCCC2=CCCCC2)oc2ccc(S(=O)(=O)N3CCOCC3)cc12	1.3	-26.1	97.8	1.6	-30.7	1.0	1.1	-1.3	-2.0
CCOC(=O)c1c(C)[nH]c(C(=O)CSc2ccccc2)c1C	16.4	0.4[fluorescence artefact?]	91.9	0.9	-2.0	-3.7	1.2	nt	-11.0
COc1ccc(-c2nc(-c3ccccc3)c(-c3cccs3)[nH]2)cc1OC	0.6	1.4	129.4	2*	-0.6	-2.0	1.2	24.1*	-9.0
Cc1ccsc1C(=O)Nc1nnc(-c2ccco2)o1	-23.6	29.0	76.3[fluorescence artefact?]	1.1	19.1	-0.5	1	0.2	85.0*
O=C1C(c2ccnc3ccccc23)=C(O)c2ccccc21	nt	38.2[fluorescence artefact?]	309.1*	nt	32.0	nt	nt	31.3*	nt
O=C(Oc1cccc2c(=O)[nH]ccc12)c1ccccc1	7.2	-0.7[fluorescence artefact?]	99.8	0.9	-9.9	-2.3	1.2	4.9	-3.0
CC(=O)NC(Cc1cc(C)ccc1C)C(=O)N1CCN(C(=O)Nc2ccc(C(C)=O)cc2)CC1 (stereo unspecified)	-9.8	2.9	107.4	1.5	-8.4	1.8	1.2	0.1	1.0
CCC(C)(C)n1nnnc1C(c1ccc(C)cc1)N1CCSCC1 (stereo unspecified)	22.1	0.8[fluorescence artefact?]	110.3	1	-3.7	0.9	1.2	0.1	3.0
CC(C)OCCCNC(=O)C1CC(=O)N(C2CCCCCCC2)C1 (stereo unspecified)	-0.6	4.6	80.7	1.1	12.5	3.1	1.1	-5.2	3.0
Cc1ccsc1C(=O)OCC(=O)c1cc2ccccc2o1	3.4	-21.2	93.0	1	-20.0	-1.0	1.5	7.0	-1.0
O=C(Nc1ccc(N2CCCCC2)c(Cl)c1)c1ncn[nH]1	-3.3	nt	nt	1.4	nt	-5.4	0.7	-2.6	-22.0
O=C(Nc1cc2c(cc1Br)OCCO2)c1ccco1	nt	-1.6	98.3[fluorescence artefact?]	nt	-3.6	nt	1.5	3.3	nt
Clc1ccccc1OCCCCn1ccnc1	-3.4	-0.1	115.1	0.9	0.7	3.1	1.1	-8.0	27.0
COCC(=O)OCC(=O)Nc1cc(C(C)(C)C)nn1-c1ccccc1	5.9	0.2	111.2	1.2	-8.3	-0.1	1.2	-0.2	0.0
O=C(/C=C/c1ccccc1)NC(NC(=S)Nc1cccc(Cl)c1)C(Cl)(Cl)Cl (stereo unspecified)	0.8	nt	nt	0.9	nt	8.8	nt	6.3	-5.0
CC1=C(C(N)=O)C(c2ccccn2)n2nc(-c3ccccc3Cl)nc2N1 (stereo unspecified)	2.2	-1.4	115.8	1.1	-7.5	-4.1	1	-4.7	3.0
O=C(CN(Cc1ccco1)C(=O)CNS(=O)(=O)c1ccccc1)NCc1ccccc1	-20.5	-4.4	101.7[fluorescence artefact?]	1.2	1.3	3.3	1.1	-1.1	8.0
CCCCn1cnc2cc(NCc3cccc(OC)c3O)ccc21	-9.5	15.4[fluorescence artefact?]	97.3[fluorescence artefact?]	1.8	-2.8[fluorescence artefact?]	-0.3	1.6	4.4	12.0
COc1ccc(NC2=C(C(C)=O)C(c3ccc(OC)c(OC)c3)C(C(C)=O)C(C)(O)C2)cc1 (stereo unspecified)	nt	13.9[fluorescence artefact?]	90.8	nt	8.2[fluorescence artefact?]	nt	1.1	-1.3	nt
CCCc1ccc(Oc2cc(C)nc(N3CCOCC3)n2)cc1	nt	-2.8	89.5	1.2	-5.3	nt	1.3	1.1	7.0
O=C(CSc1nc(O)c(Cc2ccccc2)c(=O)n1-c1ccccc1)N1CCOCC1	8.8	-5.7	87.8	1.3	0.3	-1.8	1.2	-0.5	-2.0
CS(=O)(=O)Nc1ccc(Cc2ccc(NS(C)(=O)=O)cc2)cc1	17.2	1.0	106.7	0.9	0.7	-0.9	1.1	-3.1	3.0
COc1ccc(-c2cnc(SCC(=O)Nc3ccc4c(c3)OCO4)n2Cc2ccco2)cc1	33.0	4.1	124.2[fluorescence artefact?]	1.8	-2.7	-0.9	1	0.9	-19.0
CCN1C(=O)c2cccc3c(S(=O)(=O)NCc4ccccn4)ccc1c23	7.7	2.1[fluorescence artefact?]	118.0	1.1	5.3[fluorescence artefact?]	-0.1	1.3	3.9	0.0
CCC(C)NS(=O)(=O)c1ccc(OCC(=O)NCc2ccco2)cc1 (stereo unspecified)	-2.5	15.3	98.4	0.9	6.2	-2.0	1.1	-1.4	4.0
C(=N\n1cnnc1)/c1cccc(OCCOc2ccccc2)c1	-5.6	3.5	72.2	0.9	5.2	5.5	1.2	-5.9	-5.0
COc1ccc(C)cc1NC(=O)C(=O)NNC(=O)c1ccco1	-5.7	nt	nt	2.5*	nt	-5.6	nt	-1.4	1.0
Cc1sc2nc(CN3CCOCC3)nc(N3CCOCC3)c2c1C	2.6	1.2	114.9	1.2	2.1	0.3	1.1	0.2	-1.0
CCn1c(SCC(=O)Nc2cc(NC(C)=O)ccc2OC)nnc1-c1cccnc1	3.7	3.0	99.1	1.1	1.0	2.6	1.3	2.8	7.0
CN(C)C(=S)NC1(C)CCS(=O)(=O)C1 (stereo unspecified)	-18.0	nt	nt	1	nt	-3.8	nt	2.0	-9.0
OCCNc1cc(-n2nc(-c3ccccc3)cc2-c2ccccc2)ncn1	-10.5	-7.3	109.4	1.4	-2.0	-8.6	1.2	-1.0	-11.0
COc1ccc(-c2nc(N3CCC(C)CC3)[nH]c(=O)c2C#N)cc1	-3.9	-9.5	109.8	0.9	3.7	-3.0	1.2	-2.9	-9.0
N/C(=N\OC(=O)c1cccc(Cl)c1)c1cccnc1	-2.1	-3.2	101.1	1.5	8.8	-1.8	1.3	-0.9	5.0
O=C(Nc1nccs1)c1cc2c(s1)CCCCC2	72.3*	-5.7	101.0	1.2	13.2	-4.6	nt	10.2	12.0
Cc1ccc(S(=O)(=O)N2CC3(C)CN(S(=O)(=O)c4ccc(C)cc4)CC(C)(C2)C3)cc1	6.2	-4.4	101.1	0.9	-0.2	-2.8	1.1	-1.6	-11.0
COc1cc(C)c(Br)cc1S(=O)(=O)N1CCOCC1	nt	8.7	88.8	nt	9.4	nt	1.2	-3.6	-1.0
COc1ccc(CCNC(=O)C2CCCN(c3nn4c(=O)cc(C)nc4s3)C2)cc1OC (stereo unspecified)	nt	-23.5[fluorescence artefact?]	95.1	nt	-26.5	nt	1	-1.0	-4.0

An excerpt from above, reduced to ERa SRC1 pot.
compound | ERa SRC1 pot
Cc1ccc(S(=O)(=O)N2CC3(C)CN(S(=O)(=O)c4ccc(C)cc4)CC(C)(C2)C3)cc1 | 101.1
C(=N\n1cnnc1)/c1cccc(OCCOc2ccccc2)c1 | 72.2
COc1ccc(CCNC(=O)C2CCCN(c3nn4c(=O)cc(C)nc4s3)C2)cc1OC (stereo unspecified) | 95.1
CCC(C)NS(=O)(=O)c1ccc(OCC(=O)NCc2ccco2)cc1 (stereo unspecified) | 98.4
CCCCn1cnc2cc(NCc3cccc(OC)c3O)ccc21 | 97.3[fluorescence artefact?]

Further results follow.
SMILES	Mac1 fbg inh	ERb SRC1 inh	ERa SRC1 pot	PLAP act	ERa SRC1 inh	CD11b adhes enh	MT1-MMP txn act	FAK inh	Ecoli WT expand
CCN1C(=O)NC(c2cccnc2)C(C(=O)OC)=C1C (stereo unspecified)	-22.6	-11.2	138.3	0.8	-4.4	1.2	1.1	-1.1	-1.0
O=C1C(Cl)=C(N2CCN(Cc3ccccc3)CC2)C(=O)N1Cc1ccccc1	nt	0.0	99.7	1.1	1.2	nt	0.8	2.6	-14.0
COc1ccc(OC)c(C(=O)COC(=O)c2c(OC)cccc2OC)c1	-12.9	2.2	84.2	0.9	-4.4	-2.9	1	nt	-3.0
Nc1ncnc2c1ncn2[C@@H]1O[C@H](CO)[C@@H](O)[C@H]1O	nt	-3.0	107.7	nt	-1.1	nt	1.1	nt	nt
CN(C)S(=O)(=O)c1ccc(NC(=O)CN2CCN(C(c3ccccc3)c3ccccc3)CC2)cc1	-13.6	nt	nt	0.9	nt	0.1	nt	-0.5	-2.0
COc1ccccc1NC(=O)CSc1nnc(Cn2nnc(-c3ccccc3)n2)n1-c1ccccc1	50.0	-1.0	117.7	0.9	-7.0	10.5	1.1	-3.4	-8.0
CC1=Nc2ccccc2/C1=C/c1sc(=N)n(-c2nccs2)c1O	7.3	9.4[fluorescence artefact?]	55.9[fluorescence artefact?]	1.1	23.6[fluorescence artefact?]	1.2	0.9	-4.2	-10.0
Clc1ccc(-n2ncc3c(NCCN4CCOCC4)ncnc32)cc1	11.0	nt	nt	1.1	nt	-2.8	1	0.9	-3.0
CCN1CCN(C(=O)c2cc3sccc3n2CC(=O)c2ccccc2)CC1	-19.8	-3.5	120.2	1.4	-1.9	-2.0	1.3	-0.1	4.0
COc1cccc(-c2cc(C(F)(F)F)nc(-n3cncn3)n2)c1	11.6	-1.7[fluorescence artefact?]	110.2	1.1	5.7[fluorescence artefact?]	8.0	0.9	0.2	-4.0
O=C(/C=C/c1ccccc1)N1CCN(Cc2nc3ccccc3c(=O)[nH]2)CC1	nt	-12.3	98.2[fluorescence artefact?]	1.1	-3.2	nt	1.1	-0.1	4.0
Cc1ccc2c(c1)N(CC(=O)O)C(=O)CO2	-11.5	-2.4	128.2	0.9	-13.7	0.3	1.4	-9.8	-4.0
C=CCNc1sc(C(=O)c2ccc(C)cc2)c(N)c1C#N	1.5	16.0	85.8	0.9	5.4	0.6	1.8	13.9	23.0
Cc1ccc(C2=NC(C)(C)N=C2SCC(=O)Nc2ccc(Cl)cc2)cc1	10.2	-6.5	92.8	1.6	-2.6	2.5	1.4	-0.3	-10.0
Cc1cc2cc(CN(Cc3cccs3)C(c3nnnn3C(C)(C)C)C(C)C)c3nnnn3c2cc1C (stereo unspecified)	nt	18.7[fluorescence artefact?]	117.2	nt	17.1	nt	0.9	-1.1	nt
CCOC(=O)c1sc2ncn(C(C)C(=O)OCC)c(=O)c2c1C (stereo unspecified)	-9.5	5.9	119.8	1.7	-3.0	-2.2	1.2	7.2	0.0
C=CCn1c(C)cc(C(=O)COc2ncnc3sccc23)c1C	-5.3	30.5	78.2[fluorescence artefact?]	1	25.8	-4.3	0.8	1.6	3.0
CCOC(=O)c1c(C)[nH]c(C(=O)OC/C(O)=C(\C#N)c2nc3ccccc3[nH]2)c1C	-34.5	15.6[fluorescence artefact?]	47.5[fluorescence artefact?]	2.1*	29.0	48.6	1.2	0.8	7.0
Cc1c(Cl)c(C(=O)NC2C3CC4CC(C3)CC2C4)nn1C (stereo unspecified)	nt	-11.3[fluorescence artefact?]	83.8	nt	-5.6	nt	1.1	1.3	nt
Cc1ccc(OCC(=O)Nc2ccc(F)cc2)cc1	3.5	-30.7	108.5[fluorescence artefact?]	0.8	-2.0	-1.1	1.5	-2.1	8.0
O=C(CCC(=O)NNC(=S)Nc1ccccc1)NCc1ccccc1	-15.1	nt	nt	1.9	nt	-2.2	nt	-0.8	5.0

2 neighbouring records out of the list so far:
SMILES	Mac1 fbg inh	ERb SRC1 inh	ERa SRC1 pot	PLAP act	ERa SRC1 inh	CD11b adhes enh	MT1-MMP txn act	FAK inh	Ecoli WT expand
CCN1C(=O)NC(c2cccnc2)C(C(=O)OC)=C1C (stereo unspecified)	-22.6	-11.2	138.3	0.8	-4.4	1.2	1.1	-1.1	-1.0
O=C1C(Cl)=C(N2CCN(Cc3ccccc3)CC2)C(=O)N1Cc1ccccc1	nt	0.0	99.7	1.1	1.2	nt	0.8	2.6	-14.0
